AI-2 QS mod: modulators of Vibrio harveyi AI-2 quorum sensing system | Vibrio harveyi JMH597 AI-2 luminescence/OD600 ratio, 9 h; hits give low values; strain lacks LuxN and CqsS sensors; 0 = neutral-control median | activity change, % at 7.5 µM | actives 0.4% (n = 300,000) | AID 2094; in the data active = activity change below about -75%, passing the limit was not always enough; inconclusive = no clear call, values can overlap the other calls;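 note: luminescence divided by OD600 gain over 9 h not by final OD600 alone; inactives centre near 13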
aSyn 5UTR inh: MLPCN primary screen, SNCA 5' untranslated region; inhibition, % (tested at 7.5 µM); actives 0.82% (n = 300,000); alpha-synuclein 5'UTR reporter, inhibitor activity; in the data active = inhibition above about 60%; inconclusive = no clear call, values can overlap the other calls;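 note: H4 neuroglioblastoma cells stably carrying SNCA 5'UTR luciferase fusion; 0% = DMSO wells and 100% = positive control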
HSF1 inh: HSF1 inhibition; activity change, negative = inhibition, % at 7.5 µM (by protocol); actives 0.77% (n = 300,000); NIH3T3-HGL HSE-luciferase, MG132-induced, luminescence 8 h; hits give low values;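 active = more than half of replicate wells show activity change below -50%, luminescence cut by over half; inconclusive = some wells, but at most half, below -50%; inactive = no replicate well below -50%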;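 note: luciferase reports HSF-1 transcriptional activity via heat shock element; 0% = median of DMSO wells and -100% = zero luminescence signal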
GSK3B inh: blocks human GSK3beta kinase activity. P49841. GST-GSK3beta kinase, ADP-Glo luminescence, 60 min; hits give low values. activity score (negative = inhibition), % at 10 µM. actives 0.038% (n = 300,000);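 active = more than half of replicate wells score below -50%, meaning over 50% inhibition versus plate controls; inconclusive = some replicates but at most half score below -50%; inactive = no replicate scores below -50%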;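 note: 0% = median DMSO wells and -100% = median GW8510 positive control wells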
Target sequence (P49841 whole entry, looked up): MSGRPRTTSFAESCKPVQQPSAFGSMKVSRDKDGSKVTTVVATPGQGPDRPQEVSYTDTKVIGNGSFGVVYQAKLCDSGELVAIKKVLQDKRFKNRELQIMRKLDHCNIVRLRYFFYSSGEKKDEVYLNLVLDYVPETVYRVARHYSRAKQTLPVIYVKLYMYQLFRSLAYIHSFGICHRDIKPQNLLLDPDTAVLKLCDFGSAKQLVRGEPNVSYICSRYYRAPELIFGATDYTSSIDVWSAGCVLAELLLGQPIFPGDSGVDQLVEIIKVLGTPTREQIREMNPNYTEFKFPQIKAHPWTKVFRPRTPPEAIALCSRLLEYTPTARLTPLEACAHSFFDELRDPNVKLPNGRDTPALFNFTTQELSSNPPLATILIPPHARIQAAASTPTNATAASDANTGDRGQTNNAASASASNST
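Assay system: GST-tagged human GSK3beta kinase, cell-free; Input: 1.6 ng GSK3beta; Medium: Tris/MgCl2 kinase buffer; Timing: 60 min enzyme reaction, room temperature; Signal: ADP-Glo luminescence quantifying ADP generated by kinase; Evaluation: score relative to plate controls; Benchmarks: DMSO neutral wells and GW8510 at 20 µM as positive.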
GSK3A inh: human GSK-3 alpha kinase inhibition | P49840 | ADP-Glo luminescence, 60 min | inhibition, % at 10 µM | actives 0.1% (n = 320,000);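 in the data active = inhibition above about 50%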;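 note: GST-tagged GSK-3 alpha with peptide substrate and 25 µM ATP; 0% = DMSO neutral wells and 100% = GW8510 positive control wells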
Target sequence (P49840 whole entry, looked up): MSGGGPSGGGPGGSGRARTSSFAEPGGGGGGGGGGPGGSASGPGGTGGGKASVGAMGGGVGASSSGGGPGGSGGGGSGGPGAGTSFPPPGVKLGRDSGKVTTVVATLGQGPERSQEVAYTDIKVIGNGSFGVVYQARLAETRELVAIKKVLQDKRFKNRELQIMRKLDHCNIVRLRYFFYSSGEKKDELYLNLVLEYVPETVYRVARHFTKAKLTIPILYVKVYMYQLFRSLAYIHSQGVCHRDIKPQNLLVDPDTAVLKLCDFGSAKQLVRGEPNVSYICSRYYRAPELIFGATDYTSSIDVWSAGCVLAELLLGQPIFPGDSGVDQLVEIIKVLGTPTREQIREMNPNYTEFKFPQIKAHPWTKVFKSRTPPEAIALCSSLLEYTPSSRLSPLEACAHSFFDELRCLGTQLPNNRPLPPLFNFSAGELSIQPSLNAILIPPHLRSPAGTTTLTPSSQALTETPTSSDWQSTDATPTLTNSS
KLF5 inh: inhibitors of KLF5 expression; actives 0.23% (n = 290,000); AID 1700; inhibition, % at 5 µM; DLD-1 KLF5 promoter-luciferase reporter, luminescence;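 active = inhibition above a per-plate limit of that plate's mean compound inhibition plus 3 SD, cut at about 60% in these data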;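 note: 0% = DMSO wells and 100% = LY294002 at 200 µM; higher means less KLF5 promoter-driven luciferase light; inactives centre near -14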
IEC-6 cytotox: counter-screen for KLF5 inhibitors: cytotoxicity in IEC-6 cells | inhibition, % at 5 µM | IEC-6 cytotoxicity, luminescence viability | actives 0.78% (n = 290,000); in the data active = inhibition above about 22%;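 note: 0% = plate median of test compound wells and 100% = cytotoxic reference compound wells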
HSF1 activator: increases HSF-1 driven luciferase reporter signal | NIH3T3-HGL HSF-1 luciferase reporter, MG132, 8 h; 100% = twice DMSO control signal | activation, % at 9 µM | AID 504408 | actives 1.7% (n = 300,000);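 active = mean replicate activation of at least 50% with a set share of replicates each reaching 50%; inconclusive = only one of those two conditions met; inactive = mean below 50% and too few replicates reaching it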;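 note: 0% = median of the neutral control wells and 100% = twice that signal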
PolyA inh: inhibitors of polyadenylation in S. cerevisiae. S. cerevisiae SKY197-pL101 polyadenylation reporter, beta-gal luminescence; efflux-impaired pdr1/pdr3 knockout yeast; score 100 = 6 SD above DMSO. calls only at 12 µM. actives 0.02% (n = 300,000);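 active = lowest replicate activity score at least 50, where 100 means six control SD above control mean; inconclusive = lowest score under 50 but half or more replicates reach 50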;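 note: yeast exposed to compound for 9 h at 30 °C; higher score means more reporter readthrough which indicates perturbed polyadenylation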
HSP90 inh: HSP90 refolding inhibition in rabbit reticulocyte lysate. luciferase refolding luminescence, 3 h. actives 0.91% (n = 290,000). inhibition, % at 5.6 µM;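 active = inhibition above the screen-wide mean plus 3 SD, computed separately per campaign, cut at about 16% in these data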;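 note: 0% = DMSO wells and 100% = 60 µM geldanamycin wells; inhibitors lower the luminescence because luciferase stays unfolded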
* marks the source's active call; other numbers are inactive results. The list is partial; the hit share may differ from the screen's.

N#CCCn1cc(C(=O)N2CCOCC2)c(-c2ccc3c(c2)OCCO3)n1 was read as AI-2 QS mod 30, aSyn 5UTR inh -6, HSF1 inh 0, GSK3B inh 7, GSK3A inh -1, KLF5 inh -13, IEC-6 cytotox 4, HSF1 activator 8, PolyA inh inactive and HSP90 inh -1.
CCOCCCNC(=O)C1CCN(S(=O)(=O)c2ccc(C)cc2)CC1 was read as AI-2 QS mod 26, aSyn 5UTR inh 3, HSF1 inh -4, GSK3B inh 0, GSK3A inh -1, KLF5 inh 21, IEC-6 cytotox 1, HSF1 activator -3, PolyA inh inactive and HSP90 inh -2.
COc1ccc(CCN(CC(=O)NCc2ccc(F)cc2)C(=O)c2snc(C(N)=O)c2N)cc1OC was read as AI-2 QS mod 22, aSyn 5UTR inh -14, HSF1 inh 2, GSK3B inh -2, GSK3A inh -1, KLF5 inh -13, IEC-6 cytotox 2, HSF1 activator 35, PolyA inh inactive and HSP90 inh -2.
For Cc1nnsc1C(=O)NNS(=O)(=O)c1ccccc1 the results were AI-2 QS mod -5, aSyn 5UTR inh 14, HSF1 inh -2, GSK3B inh 0, GSK3A inh -2, KLF5 inh -18, IEC-6 cytotox 3, HSF1 activator -13, PolyA inh inactive and HSP90 inh -1.
`O=C1N(Cc2cccc(Cl)c2)C[C@@H]2C[C@@H](c3ccco3)N3CCC[C@@]123` gave AI-2 QS mod 3, aSyn 5UTR inh -9, HSF1 inh 2, GSK3B inh 4, GSK3A inh -4, KLF5 inh -18, IEC-6 cytotox 0, HSF1 activator 3, PolyA inh inactive and HSP90 inh -1.
Screening O=C(NC1CCCCC1)C(c1ccncc1)N(C(=O)Cc1cccs1)c1ccccc1 (stereo unspecified) returned AI-2 QS mod 36, aSyn 5UTR inh 4, HSF1 inh 6, GSK3B inh 0, GSK3A inh 3, KLF5 inh -23, IEC-6 cytotox 1, HSF1 activator 13, PolyA inh inactive and HSP90 inh -1.
COc1cc(NC(=O)c2cc(OC)c(OC)c(OC)c2)cc(-n2cnnn2)c1 was read as aSyn 5UTR inh 5, HSF1 inh 9, GSK3A inh -1, KLF5 inh 2, IEC-6 cytotox 1, HSF1 activator -12, PolyA inh inactive and HSP90 inh 2.
`CCOc1cc(C2Nc3ccccc3NC3=C2C(=O)CC(C)(C)C3)ccc1OC(C)=O` (stereo unspecified) gave AI-2 QS mod 7, aSyn 5UTR inh -7, HSF1 inh -3, GSK3B inh 3, GSK3A inh 1, KLF5 inh 8, IEC-6 cytotox 4, HSF1 activator -4, PolyA inh inactive and HSP90 inh 0.
`C=CCSc1nnc(NC(=O)c2c(CC)noc2C)s1` gave AI-2 QS mod 39, aSyn 5UTR inh 6, HSF1 inh -4, GSK3B inh 1, GSK3A inh 0, HSF1 activator 15 and PolyA inh inactive.
For Cc1cnc(NC(=O)CCNC(=O)c2ccc([N+](=O)[O-])cc2)s1 the results were AI-2 QS mod 6, aSyn 5UTR inh 0, HSF1 inh -2, GSK3B inh 3, GSK3A inh -2, KLF5 inh -24, IEC-6 cytotox -5, HSF1 activator 5, PolyA inh inactive and HSP90 inh -2.
Cc1ccc(-c2nc3ccccc3s2)cc1NC(=S)NC(=O)c1ccccc1 was read as AI-2 QS mod 9, aSyn 5UTR inh -116, HSF1 inh 6, GSK3B inh 3, GSK3A inh -2, KLF5 inh 23, IEC-6 cytotox 1, HSF1 activator 24, PolyA inh inactive and HSP90 inh 1.
For Cc1cc(C)n2nc(SCC(=O)NC3CCCCC3C)nc2n1 (stereo unspecified) the results were AI-2 QS mod 31, aSyn 5UTR inh -4, HSF1 inh 7, GSK3B inh 0, GSK3A inh -3, KLF5 inh -21, IEC-6 cytotox 2, HSF1 activator 4, PolyA inh inactive and HSP90 inh 0.
For CCN(CCO)c1nc(N2CCCCC2)c2cnn(C)c2n1 the results were AI-2 QS mod 20, aSyn 5UTR inh 23, HSF1 inh -3, GSK3B inh -9, GSK3A inh 1, KLF5 inh -51, IEC-6 cytotox 0, HSF1 activator 7, PolyA inh inactive and HSP90 inh -5.
For O=C(Cn1nnc2ccccc2c1=O)NCC1CCC(C(=O)O)CC1 (stereo unspecified) the results were AI-2 QS mod 14, aSyn 5UTR inh -5, HSF1 inh 1, GSK3B inh 1, GSK3A inh 0, KLF5 inh 11, IEC-6 cytotox -2, HSF1 activator 2, PolyA inh inactive and HSP90 inh 1.
`O=C(NC1CCCC1)C(c1ccncc1)N(C(=O)c1ccco1)c1ccccc1` (stereo unspecified) gave AI-2 QS mod -9, aSyn 5UTR inh -16, HSF1 inh 18, GSK3B inh 1, GSK3A inh -3, KLF5 inh -10, IEC-6 cytotox 9, HSF1 activator 25, PolyA inh inactive and HSP90 inh 1.
Cc1ccc2c(CN(C)Cc3ccc(Cl)cc3)cc(=O)oc2c1 was read as AI-2 QS mod 12, aSyn 5UTR inh -22, HSF1 inh 23, GSK3B inh -1, GSK3A inh -1, KLF5 inh -22, IEC-6 cytotox 2, HSF1 activator 36, PolyA inh inactive and HSP90 inh -1.
Cc1cc(C(=O)COc2cccnc2[N+](=O)[O-])c(C)n1Cc1ccco1 was read as AI-2 QS mod 8, aSyn 5UTR inh 14, HSF1 inh -17, GSK3B inh -2, GSK3A inh 0, KLF5 inh -27, IEC-6 cytotox -9, HSF1 activator -11, PolyA inh inactive and HSP90 inh 3.
`Cc1ccc(/C=C/C(=O)OC(C)C(=O)Nc2ccc(Cl)cn2)o1` (stereo unspecified) gave AI-2 QS mod 0, aSyn 5UTR inh -19, HSF1 inh -10, GSK3B inh -2, GSK3A inh -3, KLF5 inh -15, IEC-6 cytotox 2, HSF1 activator 12, PolyA inh inactive and HSP90 inh -2.
COCCCNC(=O)c1cc(=O)n(Cc2ccc(Cl)cc2)c2ccccc12 was read as AI-2 QS mod 17, aSyn 5UTR inh -17, HSF1 inh 3, GSK3B inh 2, GSK3A inh -1, KLF5 inh -19, IEC-6 cytotox 1, HSF1 activator 9, PolyA inh inactive and HSP90 inh -1.
`O=C(Nc1ccc(N2CCOCC2)cc1)c1cccc(S(=O)(=O)N2CCCC2)c1` gave AI-2 QS mod 15, GSK3B inh 0, GSK3A inh -2, KLF5 inh -28, IEC-6 cytotox -2, PolyA inh inactive and HSP90 inh 5.
For Cc1ccnc(NC2CCCCC2)c1 the results were AI-2 QS mod 11, aSyn 5UTR inh -39, HSF1 inh -1, GSK3B inh -1, GSK3A inh -3, KLF5 inh -15, IEC-6 cytotox 0, HSF1 activator 4, PolyA inh inactive and HSP90 inh -1.
For Cc1nc(N2CCN(Cc3ccc4c(c3)OCO4)CC2)nc2c1C(=O)CC(c1ccco1)C2 (stereo unspecified) the results were AI-2 QS mod 10, aSyn 5UTR inh -14, HSF1 inh 2, GSK3B inh -2, GSK3A inh -1, KLF5 inh -31, IEC-6 cytotox -4, HSF1 activator 11, PolyA inh inactive and HSP90 inh 5.
`Cc1cccc(N(C2C=CS(=O)(=O)C2)S(=O)(=O)c2ccccc2)c1` (stereo unspecified) gave AI-2 QS mod -6, aSyn 5UTR inh -8, HSF1 inh 8, GSK3B inh -10, GSK3A inh -1, KLF5 inh -6, IEC-6 cytotox 7, HSF1 activator 15, PolyA inh inactive and HSP90 inh 0.
COc1cccc2cc(C(=O)N3CCN(C45CC6CC(CC(C6)C4)C5)CC3)c(=O)oc12 was read as AI-2 QS mod 18, aSyn 5UTR inh -8, HSF1 inh -6, GSK3B inh -1, GSK3A inh -1, KLF5 inh 2, IEC-6 cytotox 3, HSF1 activator 10, PolyA inh inactive and HSP90 inh 3.
Screening O=C(NC1CCN(C(=O)N2c3ccccc3Sc3ccccc32)CC1)c1ccccc1F returned AI-2 QS mod 25, aSyn 5UTR inh 11, HSF1 inh -4, GSK3B inh 1, GSK3A inh -1, KLF5 inh -48, IEC-6 cytotox -11, HSF1 activator -6, PolyA inh inactive and HSP90 inh -2.
Cc1nc(=O)cc(-c2ccccc2)n1-c1ccccc1 was read as AI-2 QS mod 18, aSyn 5UTR inh 4, HSF1 inh 0, GSK3B inh -2, GSK3A inh 0, KLF5 inh 11, IEC-6 cytotox 0, HSF1 activator 4, PolyA inh inactive and HSP90 inh 7.
For CC(OC(=O)c1ccc(Cl)nc1)C(=O)NC1(C#N)CCCCC1 (stereo unspecified) the results were AI-2 QS mod inconclusive, aSyn 5UTR inh -7, HSF1 inh 5, GSK3B inh 3, GSK3A inh 1, HSF1 activator 25 and PolyA inh inactive.
For Cn1cnnc1SCC(=O)N1CCc2ccccc21 the results were AI-2 QS mod 50, aSyn 5UTR inh -14, HSF1 inh 4, GSK3B inh 3, GSK3A inh 1, KLF5 inh -22, IEC-6 cytotox 0, HSF1 activator 5, PolyA inh inactive and HSP90 inh 6.
Cn1nnnc1Sc1ncnc2scc(-c3ccccc3)c12 was read as AI-2 QS mod 3, aSyn 5UTR inh -59, HSF1 inh 6, GSK3B inh -2, GSK3A inh 0, KLF5 inh -11, IEC-6 cytotox 14, HSF1 activator 7, PolyA inh inactive and HSP90 inh 3.
CCc1nnc(NC(=O)CSc2nc3ccccc3c(=O)n2CCCOC)s1 was read as AI-2 QS mod -4, aSyn 5UTR inh 18, HSF1 inh 0, GSK3B inh 1, GSK3A inh 0, KLF5 inh 8, IEC-6 cytotox 1, HSF1 activator 9, PolyA inh inactive and HSP90 inh 1.
`O=C(Nc1cc(C(=O)N2CCOCC2)ccc1N1CCCC1)c1cccs1` gave AI-2 QS mod 23, aSyn 5UTR inh 13, HSF1 inh -4, GSK3B inh 1, GSK3A inh 2, KLF5 inh -7, IEC-6 cytotox 0, HSF1 activator -1, PolyA inh inactive and HSP90 inh 0.
For O=C(Nc1nccs1)c1cccnc1Cl the results were AI-2 QS mod 11, aSyn 5UTR inh -14, HSF1 inh -4, GSK3B inh 3, GSK3A inh 2, KLF5 inh -7, IEC-6 cytotox -3, HSF1 activator -16, PolyA inh inactive and HSP90 inh -2.

Reprinted at random: two entries already listed, in no set order.
`Cc1cccc(N(C2C=CS(=O)(=O)C2)S(=O)(=O)c2ccccc2)c1` (stereo unspecified) gave AI-2 QS mod -6, aSyn 5UTR inh -8, HSF1 inh 8, GSK3B inh -10, GSK3A inh -1, KLF5 inh -6, IEC-6 cytotox 7, HSF1 activator 15, PolyA inh inactive and HSP90 inh 0.
`Cc1ccc(/C=C/C(=O)OC(C)C(=O)Nc2ccc(Cl)cn2)o1` (stereo unspecified) gave AI-2 QS mod 0, aSyn 5UTR inh -19, HSF1 inh -10, GSK3B inh -2, GSK3A inh -3, KLF5 inh -15, IEC-6 cytotox 2, HSF1 activator 12, PolyA inh inactive and HSP90 inh -2.
